NOD2-RIPK2 inh = NOD2-RIPK2 protein interaction inhibition; O43353; CHO BLA complementation NOD2-RIPK2, CCF4 ratio; inhibition, % at 4.98 µM; 360,000 compounds, 0.38% hits; AID 624267; in the data active = inhibition above about 21%;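 note: 0% = vehicle only and 100% = reference blocker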
MC4R barr agon = human MC4R agonism via beta-arrestin; P32245; U2OS MC4R beta-arrestin complementation, luminescence; percent of melanotan II response, DMSO zero; activation, % at 8.9 µM; 360,000 compounds, 0.98% hits;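 active = activation above a per-plate cutoff, the mean activation of sample wells on that plate plus 3 SD, cut at about 8% in these data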
NR5A2 inv ag = NR5A2 inverse agonism in reporter assay | inhibition, % at 3.6 µM | 360,000 compounds, 0.13% hits | HEK293T StAR-luciferase reporter, LRH-1 transfected, 24 h;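 active = inhibition above the mean inhibition of all tested compounds plus 3 SD, cut at about 73% in these data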;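 note: 0% = DMSO wells and 100% = reporter-only cells lacking LRH-1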
ABHD5 PLIN5 PPI = ABHD5-PLIN5 protein interaction inhibition. inhibition, % at 4 µM. Q00G26+Q8WTS1. 360,000 compounds, 0.78% hits. Split G. princeps luciferase complementation, luminescence, 4 h;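 active = inhibition above the mean inhibition across every tested compound plus 3 SD, cut at about 22% in these data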;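 note: 0% = DMSO only wells and the 100% control is not disclosed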
SRC2 inh = inhibits human steroid receptor coactivator 2. AID 651957. inhibition, % at 9 µM. Q15596. 370,000 compounds, 0.17% hits. HEK293 GAL4-SRC2 luciferase reporter, luminescence;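 active = inhibition above the mean inhibition of all tested compounds plus 3 SD, set per campaign, cut at about 52% in these data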;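 note: 0% = DMSO treated cells and 100% = cells given Gossypol at 36 µM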
SRC1 inh = human NCOA1 inhibition | Q15788 | HEK293 GAL4-SRC1 luciferase reporter, luminescence | inhibition, % at 3.6 µM | 360,000 compounds, 0.12% hits;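 active = inhibition above the campaign mean plus 3 SD, with each screening campaign given its own cutoff, cut at about 60% in these data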;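 note: 0% = DMSO treated cells and 100% = gossypol at 36 µM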
SRC3 inh = inhibitors of human steroid receptor coactivator 3 (SRC3); inhibition, % at 3.6 µM; Q9Y6Q9; HEK293 GAL4-SRC3 luciferase reporter, luminescence; 360,000 compounds, 0.17% hits;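 active = inhibition above a per-campaign cutoff, the mean of all compounds plus 3 SD, cut at about 60% in these data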;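 note: 0% = DMSO-treated cells and 100% = gossypol-treated cells at 36 µM; higher means less SRC3-driven luciferase light from the GAL4 reporter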
Target sequence (Q9Y6Q9 whole entry, looked up, the tested form may be a part): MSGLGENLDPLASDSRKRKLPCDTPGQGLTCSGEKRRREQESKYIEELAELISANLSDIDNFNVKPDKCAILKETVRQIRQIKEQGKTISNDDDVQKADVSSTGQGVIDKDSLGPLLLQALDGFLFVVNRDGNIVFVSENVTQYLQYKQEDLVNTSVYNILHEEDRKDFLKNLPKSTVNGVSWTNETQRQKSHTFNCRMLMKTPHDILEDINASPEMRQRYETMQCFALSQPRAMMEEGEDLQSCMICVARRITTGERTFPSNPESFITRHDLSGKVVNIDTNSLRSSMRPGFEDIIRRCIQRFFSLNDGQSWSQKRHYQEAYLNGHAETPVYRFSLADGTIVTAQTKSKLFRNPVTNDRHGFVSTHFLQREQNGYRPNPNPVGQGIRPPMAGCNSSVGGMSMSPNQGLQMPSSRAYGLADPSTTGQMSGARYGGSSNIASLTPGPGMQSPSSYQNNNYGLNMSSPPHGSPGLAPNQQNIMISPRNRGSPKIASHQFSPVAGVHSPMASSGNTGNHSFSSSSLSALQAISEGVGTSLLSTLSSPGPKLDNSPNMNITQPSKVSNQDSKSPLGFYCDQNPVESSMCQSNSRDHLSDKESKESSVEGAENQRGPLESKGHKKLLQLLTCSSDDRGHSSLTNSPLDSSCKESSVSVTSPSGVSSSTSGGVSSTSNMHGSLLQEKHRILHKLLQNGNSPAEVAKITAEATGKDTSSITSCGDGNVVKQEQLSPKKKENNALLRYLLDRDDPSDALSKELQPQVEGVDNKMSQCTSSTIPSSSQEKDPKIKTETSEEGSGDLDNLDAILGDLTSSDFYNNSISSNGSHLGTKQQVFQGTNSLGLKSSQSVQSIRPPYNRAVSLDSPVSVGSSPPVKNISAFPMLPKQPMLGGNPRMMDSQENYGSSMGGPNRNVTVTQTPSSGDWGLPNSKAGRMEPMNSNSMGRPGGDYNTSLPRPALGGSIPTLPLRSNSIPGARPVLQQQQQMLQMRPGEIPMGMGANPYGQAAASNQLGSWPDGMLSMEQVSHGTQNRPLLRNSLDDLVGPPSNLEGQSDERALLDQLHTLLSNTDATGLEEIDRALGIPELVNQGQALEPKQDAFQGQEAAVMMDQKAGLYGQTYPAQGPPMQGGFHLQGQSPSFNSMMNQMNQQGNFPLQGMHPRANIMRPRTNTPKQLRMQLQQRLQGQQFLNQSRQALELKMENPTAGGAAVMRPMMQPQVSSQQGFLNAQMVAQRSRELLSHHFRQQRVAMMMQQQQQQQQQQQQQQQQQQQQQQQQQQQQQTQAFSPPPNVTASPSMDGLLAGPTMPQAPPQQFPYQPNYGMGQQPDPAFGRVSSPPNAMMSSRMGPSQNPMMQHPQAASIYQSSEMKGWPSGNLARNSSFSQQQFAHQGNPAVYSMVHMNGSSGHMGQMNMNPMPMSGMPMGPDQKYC
TLR9-MyD88 block = inhibitors of human TLR9-MyD88 binding; Q9NR96+Q99836; CHO BLA complementation TLR9-MyD88, CCF4 FRET ratio; inhibition, % at 4.98 µM; 340,000 compounds, 0.21% hits; AID 504734;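 active = inhibition above the mean over all tested compounds plus 3 SD, cut at about 21% in these data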;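 note: 0% = DMSO only wells and 100% = clavulanate BLA inhibitor control wells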
MC4R antagonist = antagonists of human melanocortin 4 receptor (MC4R); MC4R-expressing cells, MTII-stimulated cAMP, LANCE TR-FRET; inhibition, % at 6.5 µM; P32245; 360,000 compounds, 0.48% hits;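 active = inhibition above its plate's cutoff, the mean of tested wells on that plate plus 3 SD, cut at about 29% in these data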;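 note: 0% = Melanotan II alone and 100% = Melanotan II plus saturating MCL0020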
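System: U2OS cells stably expressing human melanocortin 4 receptor (MC4R). Reagent: Melanotan II challenge after compound preincubation. Doses: 6.5 µM. Times: 30-min compound, 1-h challenge, 1-h detection, room temperature. Measured by: TR-FRET with Eu-cAMP and labeled anti-cAMP, 671 nm. Replicates: singlicate.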
LMP1 NFkB inh = reduces LMP1-driven NF-kappaB luciferase signal; LMP1-induced NF-kappaB luciferase reporter cells, luminescence; inhibition, % at 12.5 µM; 350,000 compounds, 0.69% hits; in the data active = inhibition above about 41%;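 note: 0% = neutral control wells and 100% = reference inhibitor control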
COUP-TFII inh = NR2F2 (human) inhibition, primary screen | 370,000 compounds, 0.7% hits | inhibition, % at 8.6 µM | HEK293T NGFI-A luciferase reporter, luminescence | P24468 | AID 686940;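 active = inhibition above a per-plate cutoff, mean inhibition of test wells between control levels plus 3 SD, cut at about 38% in these data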;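 note: cells cotransfected with COUP-TFII expression vector driving the NGFI-A reporter; 0% = median of COUP-TF2 test wells and 100% = reporter-only cells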
Starred values were filed as active, the others as inactive; x = not tested or not shown. Only part of the results is shown; rates above refer to the full screens.

SMILES	NOD2-RIPK2 inh	MC4R barr agon	NR5A2 inv ag	ABHD5 PLIN5 PPI	SRC2 inh	SRC1 inh	SRC3 inh	TLR9-MyD88 block	MC4R antagonist	LMP1 NFkB inh	COUP-TFII inh
O=C1N(CC(=O)N2CCc3ccccc32)CCN1Cc1ccccc1Cl	3.3	-0.9	20.5	0.8	-19.3	-6.8	13.0	-3.0	-3.7	3.2	5.5
N#C/C(=N\Nc1ccccc1F)C(=N)N1CCCCC1	5.2	1.1	-121.7	2.1	-79.0	-117.0	-58.8	2.8	-6.8	-29.1	-77.5
C=CCN(CC(=O)O)S(=O)(=O)c1ccccc1C(F)(F)F	-9.1	0.2	5.2	0.0	8.1	-6.2	3.1	-13.4	9.6	-2.6	8.3
Nc1cc(=O)nc(SCC(=O)N2CCN(c3ccccc3)CC2)n1-c1ccc(F)cc1	-2.1	-3.6	-17.5	6.3	-8.0	3.7	9.4	-12.2	12.8	1.9	2.8
CCOC(=O)C1CCCC12Nc1cccc3cccc(c13)N2 (configuration not stated)	-6.8	-0.8	-5.0	-1.8	-6.1	-14.6	-0.6	-11.4	-9.3	6.2	-3.3
S=c1[nH]nc(COc2cccc3ccccc23)n1Cc1ccccc1	2.8	3.2	4.1	4.0	-18.4	3.1	-7.6	-1.8	9.8	-12.2	15.6
CCOC(=O)/C=C1\SCC(=O)N1CC(=O)NC1CCCCC1	-8.7	1.4	-5.3	7.0	1.4	16.1	11.7	-7.9	0.0	8.9	-2.0
C(=C\c1nc(-c2cccnc2)no1)/c1ccccc1	-5.9	-2.6	-134.0	-6.0	-62.3	-140.9	-108.4	-20.7	-0.2	-10.0	-38.9
O=C(O)c1ccc2c(c1)CCC2	-0.5	-0.2	-10.3	1.0	-2.9	1.4	9.8	x	-3.6	-1.5	-5.5
COC(=O)c1cccc(NC(=O)CCCOc2cccc(C)c2)c1	-1.7	-0.9	7.8	-2.6	9.7	-21.7	-7.1	13.0	0.2	0.2	13.5
COc1ccc(NC(=O)CSc2ccc3ccccc3c2)cc1S(=O)(=O)N1CCCCC1	-6.7	-0.7	4.2	-5.5	6.9	-9.8	6.3	9.0	8.0	10.2	31.1
Cc1ccc(CNC(=O)CSc2nccn(-c3ccc(C)c(F)c3)c2=O)cc1	-4.2	-1.4	-7.2	-24.0	2.0	-2.0	-14.8	-9.5	3.9	-12.3	12.2

Single values from above.
NR5A2 inv ag with `O=C(O)c1ccc2c(c1)CCC2` : -10.3
MC4R barr agon with `COC(=O)c1cccc(NC(=O)CCCOc2cccc(C)c2)c1` : -0.9
LMP1 NFkB inh with `N#C/C(=N\Nc1ccccc1F)C(=N)N1CCCCC1` : -29.1

(continued)
SMILES	NOD2-RIPK2 inh	MC4R barr agon	NR5A2 inv ag	ABHD5 PLIN5 PPI	SRC2 inh	SRC1 inh	SRC3 inh	TLR9-MyD88 block	MC4R antagonist	LMP1 NFkB inh	COUP-TFII inh
O=C(NCc1cccs1)C1CC1	-5.2	0.0	-15.3	-5.3	-7.6	-3.7	7.9	7.1	19.8	5.5	-2.4
CCOC(=O)C1CCCN(CC(=O)Nc2c(C(=O)OC)[nH]c3ccc(C)cc23)C1 (configuration not stated)	-17.9	-1.1	0.1	-0.1	-34.6	1.4	7.4	-5.6	-13.2	-2.0	2.3
CCCc1c(C)c(C#N)c2nc3ccccc3n2c1NCCCN1CCOCC1	-3.1	-1.0	1.9	3.3	7.2	8.4	9.9	-6.1	17.0	1.7	-0.1
O=C(COC(=O)Cn1cnc2ccccc21)Nc1ccc2c(c1)OCCO2	-3.0	-2.7	9.9	-8.6	-3.7	-3.5	3.8	7.0	7.5	-1.9	-14.4
COc1cccc(NC(=O)CN(C)C(=O)C2CCN(C(=O)c3ccccc3C)CC2)c1	6.3	-3.1	8.9	-1.4	-9.3	-2.0	-1.1	1.6	1.5	1.6	-7.0
CN(Cc1ccccc1)S(=O)(=O)c1ccc(Cl)c(C(=O)O)c1	-5.6	0.5	4.8	-0.5	-6.5	-3.0	17.4	3.5	4.9	2.1	-6.4
O=C(CCCSc1nc2ccccc2[nH]1)NCc1ccco1	-6.9	-0.2	-23.4	2.1	12.5	3.2	-7.6	2.1	5.1	17.2	-4.8
O=C(COC(=O)c1ccc([N+](=O)[O-])cc1Cl)NCc1ccco1	-5.5	1.3	10.5	-0.7	-5.9	-5.9	8.8	-9.8	9.6	-5.5	0.6
CCOC(=O)N1CCN(C(=O)CN(c2ccc(OC)c(OC)c2)S(C)(=O)=O)CC1	-11.7	1.7	7.9	3.2	-13.1	7.7	-0.3	-33.0	-6.6	-2.8	17.7
COC(=O)[C@@H]1[C@@H](C)N(Cc2ccccc2)C(=O)N[C@H]1c1cccc(C(F)(F)F)c1	-3.5	0.4	23.6	5.5	-54.9	10.6	27.6	0.6	2.4	7.4	1.9
Cc1c(C(=O)N2CCCCC2)c(S(=O)(=O)Nc2ccc(F)cc2F)c(C)n1C	-3.9	-1.1	-11.7	-8.1	30.2	-3.3	-0.9	5.1	5.9	-1.4	15.1
COc1ccc(CNS(=O)(=O)c2cc(CN3C(=O)c4cccnc4C3=O)ccc2OC)cc1	-4.9	-3.4	-12.4	5.7	-16.2	-6.9	3.6	8.6	10.0	5.9	8.9

Compound profiles (already shown). Screens in order: NOD2-RIPK2 inh | MC4R barr agon | NR5A2 inv ag | ABHD5 PLIN5 PPI | SRC2 inh | SRC1 inh | SRC3 inh | TLR9-MyD88 block | MC4R antagonist | LMP1 NFkB inh | COUP-TFII inh
O=C(COC(=O)c1ccc([N+](=O)[O-])cc1Cl)NCc1ccco1 is entered as -5.5 | 1.3 | 10.5 | -0.7 | -5.9 | -5.9 | 8.8 | -9.8 | 9.6 | -5.5 | 0.6
COC(=O)[C@@H]1[C@@H](C)N(Cc2ccccc2)C(=O)N[C@H]1c1cccc(C(F)(F)F)c1 is entered as -3.5 | 0.4 | 23.6 | 5.5 | -54.9 | 10.6 | 27.6 | 0.6 | 2.4 | 7.4 | 1.9

The list goes on:
SMILES	NOD2-RIPK2 inh	MC4R barr agon	NR5A2 inv ag	ABHD5 PLIN5 PPI	SRC2 inh	SRC1 inh	SRC3 inh	TLR9-MyD88 block	MC4R antagonist	LMP1 NFkB inh	COUP-TFII inh
Cc1ccc(-c2nc3ccc(Cl)cn3c2Cc2ccsc2)cc1	-4.3	x	-153.7	-7.8	-57.5	-76.3	-40.4	x	x	x	-57.3
COCc1cc(CNC(=O)C2CCC(=O)N(Cc3ccccc3F)C2)[nH]n1 (configuration not stated)	0.9	-3.3	7.3	-8.0	-26.1	-10.9	-4.2	-2.4	-0.6	-4.7	5.1
O=C(NCCN1CCOCC1)c1cccc(Br)c1	-8.8	-0.5	-0.1	2.9	-9.3	6.3	9.2	-1.1	2.0	1.4	0.7
Cc1cc(F)ccc1N1CCC(N2CCN(C)C(CCO)C2)CC1 (configuration not stated)	-0.1	0.2	6.1	-6.7	-13.2	-20.0	6.4	1.3	4.0	0.6	3.1
COCCN1C(=O)N[C@@H](c2ccccc2)C(C(=O)OC)=C1C	-13.5	-1.0	9.4	-3.4	-29.1	-5.6	-14.1	11.9	6.6	1.8	-7.3
CN1CCN(S(=O)(=O)c2cccc(C(=O)NC3CCCC3)c2)CC1	-8.0	-2.3	-16.7	4.9	-30.6	-8.0	13.7	2.7	1.9	4.9	1.8
CCOC(=O)c1ccc(NC(=O)N2CCN(Cc3ccccc3)CC2)cc1	-15.4	-1.6	-8.0	1.1	-19.7	11.8	4.2	-1.7	-6.2	8.9	-8.6
COc1ccc(CCC(=O)OCC(=O)NCc2ccc(OC)c(OC)c2)cc1OC	-0.4	-0.6	1.4	-1.8	-18.9	-7.0	-2.7	3.9	0.5	3.7	-3.7
CC(NC(=O)c1ccco1)C(=O)N1CCN(c2cccc(C(F)(F)F)c2)CC1 (configuration not stated)	7.7	2.0	15.7	0.9	12.2	-4.0	8.0	-2.3	21.2	-2.8	4.5
O=C(OCn1nnc2ccccc2c1=O)C1=COCCO1	-2.7	0.2	-1.7	5.9	-5.5	-6.2	10.1	-2.6	10.5	0.4	12.9
CC(=O)c1ccccc1NC(=O)c1cc(S(=O)(=O)N2CCOCC2)ccc1N1CCCC1	5.0	-3.0	-45.9	-14.2	-3.7	9.8	-2.5	5.5	8.5	0.1	-3.3
O=C(CN1C(=O)NC2(CCCC2)C1=O)NCc1ccco1	2.9	-0.8	-20.2	-0.8	-23.2	-30.9	17.8	-2.5	2.8	6.2	-4.4
O=C(/C=C/c1cccc(Cl)c1)NCCc1ccccc1	0.8	-1.1	-35.7	-2.6	-16.3	-37.1	-18.1	1.9	1.8	-10.5	-23.1
O=C(COC(=O)COc1ccccc1F)Nc1ccc2c(c1)OCO2	-12.7	1.3	-9.8	2.0	14.3	6.6	-0.9	2.0	10.7	29.2	-1.3
CSCC[C@H](NC(=O)COc1ccc(Cl)cc1)C(=O)N1CCC2(CC1)NCCc1[nH]cnc12	-8.6	1.1	7.8	-4.5	-8.8	-2.0	2.9	-14.9	-5.2	-2.5	-31.9
CS(=O)(=O)N(Cc1ccccc1)c1ccc(C(=O)N2CCN(c3cccc(Cl)c3)CC2)cc1	-1.3	1.4	-25.2	1.7	x	-6.1	3.5	7.1	16.5	-1.8	x
C[C@@H]1CN(C(=O)c2cc(COc3cccc(C(F)(F)F)c3)on2)C[C@H](C)O1	7.0	0.0	-46.6	1.9	-37.0	-59.0	-64.7	-9.3	-0.9	-12.2	-38.1
O=C(c1cc(COc2ccc(F)cc2Cl)on1)N1CCc2sccc2C1	-2.4	-1.6	11.7	-4.7	-7.4	-0.3	0.3	1.4	0.9	-4.0	-5.2
CC(NCC(=O)Nc1ccccc1C(=O)NC1CC1)c1ccco1 (configuration not stated)	1.3	-0.4	2.5	7.8	-15.1	-12.5	-0.4	-11.0	13.5	-2.2	-18.6

Shown with the structure last: part of the list above
NOD2-RIPK2 inh | MC4R barr agon | NR5A2 inv ag | ABHD5 PLIN5 PPI | SRC2 inh | SRC1 inh | SRC3 inh | TLR9-MyD88 block | MC4R antagonist | LMP1 NFkB inh | COUP-TFII inh | SMILES
-8.6 | 1.1 | 7.8 | -4.5 | -8.8 | -2.0 | 2.9 | -14.9 | -5.2 | -2.5 | -31.9 | CSCC[C@H](NC(=O)COc1ccc(Cl)cc1)C(=O)N1CCC2(CC1)NCCc1[nH]cnc12
-1.3 | 1.4 | -25.2 | 1.7 | x | -6.1 | 3.5 | 7.1 | 16.5 | -1.8 | x | CS(=O)(=O)N(Cc1ccccc1)c1ccc(C(=O)N2CCN(c3cccc(Cl)c3)CC2)cc1
7.0 | 0.0 | -46.6 | 1.9 | -37.0 | -59.0 | -64.7 | -9.3 | -0.9 | -12.2 | -38.1 | C[C@@H]1CN(C(=O)c2cc(COc3cccc(C(F)(F)F)c3)on2)C[C@H](C)O1
